High-throughput results as filed in PubChem BioAssay.
PI5P4Ka inh: blocks human PI5P4K alpha kinase activity; max response, %; AID 652105; PI5P4Kalpha enzyme, ADP-Glo luminescence, 60 min; hits give low values; 330,000 compounds, 1.2% hits; active = max response of -50% or lower; inconclusive = between -30% and -50%; inactive = -30% or higher; also: value at the top dose of about 77 µM; % is scaled to controls: 0 for no effect and ±100 for the full control effect
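ADP-Glo luminescence end-point read after a 60 min room-temperature kinase reaction of PI5P4Kalpha plus substrate, initiated with ATP at 5 microM final. Buffer: 0.038 M HEPES pH 7.4, EGTA, 0.1% CHAPS, 5% DMSO.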
EPAC1 antag: EPAC1 (human) antagonism; O95398; EPAC1 GEF assay, Rap1b-BODIPY-GDP exchange fluorescence; Potency, µM (titrated, usually from 115 µM), without a hit: at the highest dose activity change, negative = inhibition, usual class: inhibitors; 360,000 compounds, 0.14% hits; AID 720709;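 also: potency is read from the fitted curve at half-maximal effect; plate controls were vehicle for no effect and positive control for full effect; nearly all actives have a fitted effect of over 50% in size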
Target sequence (O95398 whole entry, looked up): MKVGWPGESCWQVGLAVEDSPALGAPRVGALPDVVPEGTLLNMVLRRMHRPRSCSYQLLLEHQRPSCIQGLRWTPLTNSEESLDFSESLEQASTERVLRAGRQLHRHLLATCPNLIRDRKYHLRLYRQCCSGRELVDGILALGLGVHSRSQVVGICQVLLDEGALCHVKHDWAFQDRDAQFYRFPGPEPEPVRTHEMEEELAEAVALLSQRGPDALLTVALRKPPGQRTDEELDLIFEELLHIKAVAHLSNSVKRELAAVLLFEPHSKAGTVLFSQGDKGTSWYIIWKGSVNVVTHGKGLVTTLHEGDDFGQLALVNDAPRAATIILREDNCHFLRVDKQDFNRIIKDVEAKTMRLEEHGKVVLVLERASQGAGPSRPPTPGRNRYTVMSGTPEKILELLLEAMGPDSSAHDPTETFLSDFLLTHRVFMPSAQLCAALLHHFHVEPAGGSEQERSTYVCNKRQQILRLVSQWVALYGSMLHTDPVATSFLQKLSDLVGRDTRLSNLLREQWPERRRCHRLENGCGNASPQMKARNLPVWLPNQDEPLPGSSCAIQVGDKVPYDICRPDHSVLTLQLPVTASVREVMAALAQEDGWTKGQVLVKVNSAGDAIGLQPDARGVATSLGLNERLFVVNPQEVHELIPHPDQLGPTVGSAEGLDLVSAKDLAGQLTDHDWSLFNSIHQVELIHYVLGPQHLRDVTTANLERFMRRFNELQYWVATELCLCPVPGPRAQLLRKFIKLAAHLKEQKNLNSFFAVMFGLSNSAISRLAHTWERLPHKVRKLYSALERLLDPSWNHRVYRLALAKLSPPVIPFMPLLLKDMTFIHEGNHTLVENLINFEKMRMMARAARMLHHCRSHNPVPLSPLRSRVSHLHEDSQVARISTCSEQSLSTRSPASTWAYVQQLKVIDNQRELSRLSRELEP
IL-2 act: activates IL-2 in a cell-based reporter assay; IL-2 activation reporter assay, cell-based qHTS; stimulated with anti-CD3/CD4/CD28 beads; in transgenic mouse T cells; activation, % (series mostly up to about 46 µM); 360,000 compounds, 0.065% hits; AID 652025; in the data active = activation above about 50%; inconclusive = mostly about 30% to 49%; also: 0% is about no effect
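Unstimulated transgenic mouse T cells, 750 per well, received compound and, after 60 minutes, anti-CD3/anti-CD4 bead plus anti-CD28 stimulation. EGFP and DsRed were quantified after 18 hours.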
CCT chaperon mod: cytosolic chaperonin activity modulation; purified chaperonin ATPase assay, HTRF ADP detection, 30 min; activity change, % (test concentration not listed), hits read low; 360,000 compounds, 0.3% hits; AID 651819; in the data active = activity change below about -30%; also: % is scaled to controls: 0 for no effect and ±100 for the full control effect
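Nucleotide hydrolysis assay: TRiC at 20–40 nM final (set by batch activity) with 10 uM ATP, 30 min at 37 °C, in presence of 76 uM compound. Detection by competitive ADP HTRF, 30 min ambient.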
PLK1 PBD inh: blocks phosphopeptide binding to human PLK1 polo-box domain. P53350. Plk1 PBD binding of FITC phosphopeptide, fluorescence polarization. Potency, µM, without a hit: max response, negative = inhibition, usual class: inhibitors. 360,000 compounds, 2.8% hits. AID 720504; also: potency is read from the fitted curve at half-maximal effect; series mostly up to about 57 µM; % is scaled to controls: 0 for no effect and ±100 for the full control effect; nearly all actives have a fitted effect of over 65% in size
WRN helicase inh: WRN helicase (human) inhibition; WRN helicase unwinding, fluorescent forked duplex, kinetic; 360,000 compounds, 0.46% hits; Potency, µM (top dose mostly 114 µM), for inactives: at the top dose activity change, negative = inhibition, most hits filed as inhibitors; Q14191; also: potency is read from the fitted curve at half-maximal effect; % is scaled to controls: 0 for no effect and ±100 for the full control effect; nearly all actives have a fitted effect of over 55% in size
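Enzyme (20 nM final) and test compound sit together 15 min at room temperature before substrate addition. Substrate is a single-forked duplex oligonucleotide (100 nM) labelled with fluorophore and quencher, with 2 mM ATP; helicase unwinding raises red fluorescence, read kinetically.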
EPAC1 agonist: agonists of human EPAC1. O95398. AID 720707. Potency, µM (doses to about 154 µM), for inactives: at the top dose activation, actives largely listed as activators. EPAC1 agonist qHTS, biochemical assay; response scale: 100% = response to 6.5 mM cAMP. 360,000 compounds, 0.073% hits; also: potency is read from the fitted curve at half-maximal effect; nearly all actives have a fitted effect of over 60% in size
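Nucleotide exchange assay: 100 nM EPAC1 with 250 nM Rap1B loaded with BODIPY-GDP and 50 uM GDP, room temperature. Fluorescence (480/540 nm) read every 5 min for 30 min; signal change normalized to 6.5 mM cAMP as full agonist.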
EPAC2 agonist: EPAC2 (human) agonism | Q8WZA2 | EPAC2 activation, biochemical qHTS; response scale: 100% = 6.5 mM cAMP response | Potency, µM (titrated, usually from 154 µM), without a hit: at the top dose activation, actives largely listed as activators | 360,000 compounds, 0.079% hits; also: potency is read from the fitted curve at half-maximal effect; nearly all actives have a fitted effect of over 50% in size
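Guanine nucleotide exchange by EPAC2 is measured as reduced fluorescence of BODIPY-GDP once it is released from 250 nM Rap1B. Plates are read kinetically for 30 min at room temperature; results are scaled to 6.5 mM cAMP.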
Numbers without * were called inactive; ? = inconclusive; · = no result given; [ ] = another dose, or the depositor's remark. Unless noted, calls follow the shape of the dose curve; as a rule, active = well fitted curve in the direction sought with a large enough effect; inconclusive = small, poorly fitted or top-dose-only effect, or another doubt; inactive = no such curve, though single readings can be large; an effect the other way counts as inactive or inconclusive. Some of the compounds tested (hit frequency here may not be typical).

SMILES	PI5P4Ka inh	EPAC1 antag	IL-2 act	CCT chaperon mod	PLK1 PBD inh	WRN helicase inh	EPAC1 agonist	EPAC2 agonist
CCc1ccc(N=c2c([N+](=O)[O-])nn(-c3ccc4c(c3)OCCO4)n2O)cc1	-3	-9%	-3.1	2.0	-6%	-26%[57.1 µM]	10%	10%
COC(=O)c1ccc(Cn2cc(Cl)cn2)cc1	-1	4%	-2.8	-4.7	-3%	-1%	3%	9%
CCSC1(SCC)N=C(N)C2(C#N)C(c3ccccc3)NC(C)=CC12C#N (configuration not stated)	5	1%	1.3	0.7	-1%	1%	0%	6%
CC1Cc2ccccc2N1CC(=O)Nc1cc(S(=O)(=O)N2CCOCC2)ccc1Cl (configuration not stated)	1	-5%	-3.5	-0.6	0%	-10%	0%	9%
O=C(COC(=O)C1(c2ccccc2)CC1)NNC(=O)c1ccccc1F	4	7%	-0.1	1.2	-4%	0%	3%	6%
CCNC(=S)NNC(=O)C1CCCCC1	·	-1%	0.6	-4.2	0%	-6%	7%	7%
CCOc1ccccc1C=C1SC(=S)NC1=O	-66*	?	-0.5	0.4	?	-15%	-1%	3%
Cc1cccc(NC(=O)CSCC(=O)Nc2cc(Cl)ccc2N2CCN(C)CC2)c1	-5	-27%	-1.7	2.4	1%	2%	-12%	2%
CC(C)Cn1cnc2c(c(-c3ccccc3)c(-c3ccccc3)n2Cc2ccco2)c1=N	-3	-1%	-1.7	-4.9	27%	0%	-1%	-4%
O=S(=O)(c1ccc(F)cc1)n1ccc(-c2cccc(OCc3ccc(Cl)cc3Cl)c2)n1	8	0%	-2.8	-7.1	-3%	-9%	9%	11%
O=C(c1ccc(Cl)cc1)c1c[nH]c(C(=O)C(Cl)(Cl)Cl)c1	-29	1%	1.5	1.0	-20%	-33%[57.1 µM]	-4%	13%
COc1cc(C(=O)NCCCc2ccccc2)cc(OC)c1OC	2	7%	-2.0	-2.1	-16%	4%	-1%	5%
Cc1cccc(CS(=O)(=O)Cc2ccc(C(=O)NC(C)c3ccccc3)o2)c1 (configuration not stated)	-1	6%	-2.9	1.3	-13%	-3%	-4%	-7%
COC(=O)Nc1ccc2c(c1)ncn2C1CCCCC1	-1	-6%	-1.7	-0.2	-7%	-1%	7%	10%
Cc1ccc(/C=C/C(=O)Nc2ncc(C)s2)o1	?	-11%	2.6	-1.1	-9%	-5%	1%	9%
Cc1c(C(=O)N2CCCCC2)sc(NC(=O)C2CC2)c1C#N	·	8%	-0.5	-4.0	-8%	0%	4%	-1%
C[N+](C)(C)CC(=O)N/N=C/c1c2ccccc2cc2ccccc12	1	18%	-2.0	0.3	-18%	11%[11.6 µM]	6%	4%
Cc1nc(N2CCCCC2)c2sc(=S)n(C)c2n1	0	-6%	0.8	1.6	-16%	2%	3%	11%
COc1ccc(CNC(=O)CN2C(=O)NC(c3ccccc3)(c3ccccc3)C2=O)cc1OC	-6	-10%	-4.4	-1.2	-11%	3%	5%	6%
CC(=O)c1ccc(S(=O)(=O)NCCC(=O)OCC(=O)NCCc2ccccc2)cc1	0	10%	1.6	0.9	-14%	-15%	-11%	10%
COc1ccccc1CNC(=O)c1ccoc1C	·	-11%	3.1	-2.7	-17%	-10%	7%	8%
CC(O)(c1ccc(F)c(F)c1)c1nc(-c2csc3ccccc23)cs1 (configuration not stated)	-16	-21%	-0.8	0.2	-1%	-14%	-5%	12%
O=C(Nc1ccc2c(c1)OCO2)C1CC(c2ccc(F)cc2)=NO1 (configuration not stated)	-12	-1%	0.4	0.0	-9%	-4%	1%	7%
COc1ccc(C(OC(=O)c2ccco2)C(=O)NC2CCCC2)cc1 (configuration not stated)	0	10%	0.0	-3.6	-8%	7%	5%	4%
CCOc1ccc(C2CC(=O)n3nc(C45CC6CC(CC(C6)C4)C5)nc3S2)cc1OC (configuration not stated)	-3	1%	-2.5	-0.5	?	3%	4%	-13%
Cc1nc2ccc(NC(=O)c3cccc(S(=O)(=O)N4CCOCC4)c3)cc2s1	-7	-6%	-0.9	-2.1	-2%	-23%	2%	6%
Cc1cccc(OCC(O)Cn2c(NCCCOC(C)C)nc3c2c(=O)[nH]c(=O)n3C)c1 (configuration not stated)	2	1%	0.0	1.7	-4%	-17%	-6%	-9%
CCSCCNC(=O)c1cncc(Br)c1	-5	-5%	-0.6	0.1	-2%	5%	-10%	8%
CC1CCN(C(=O)/C=C/c2ccc(C(C)(C)C)cc2)CC1	7	-25%	-0.8	-5.1	-1%	-3%	-5%	0%
O=C(O/N=C1/CCSc2ccccc21)c1ccc(F)cc1	·	2%	0.0	2.6	-1%	-21%	15%	18%

Four compounds picked at random from the list so far:
SMILES	PI5P4Ka inh	EPAC1 antag	IL-2 act	CCT chaperon mod	PLK1 PBD inh	WRN helicase inh	EPAC1 agonist	EPAC2 agonist
CC1CCN(C(=O)/C=C/c2ccc(C(C)(C)C)cc2)CC1	7	-25%	-0.8	-5.1	-1%	-3%	-5%	0%
O=C(O/N=C1/CCSc2ccccc21)c1ccc(F)cc1	·	2%	0.0	2.6	-1%	-21%	15%	18%
CCSCCNC(=O)c1cncc(Br)c1	-5	-5%	-0.6	0.1	-2%	5%	-10%	8%
Cc1cccc(OCC(O)Cn2c(NCCCOC(C)C)nc3c2c(=O)[nH]c(=O)n3C)c1 (configuration not stated)	2	1%	0.0	1.7	-4%	-17%	-6%	-9%

Going on with the list.
SMILES	PI5P4Ka inh	EPAC1 antag	IL-2 act	CCT chaperon mod	PLK1 PBD inh	WRN helicase inh	EPAC1 agonist	EPAC2 agonist
CC(=O)Nc1ccc(S(=O)(=O)NCCSc2ccccn2)cc1	-7	7%	0.3	-6.9	-3%	3%	-2%	-5%
C#CCOCCOCCOCCNc1nc(N2CCN(C(=O)[C@H]([C@@H](C)CC)n3cc(CCC(=O)O)nn3)CC2)nc(N2CCN(C(=O)[C@H](CCCCN)n3cc(CC(C)O)nn3)CC2)n1 (some centres not stated)	-70*	-15%	1.6	-1.0	-21%	-1%	-6%	4%
CCOc1ccc(C(=O)N(CC(=O)Nc2cccc(C)c2C)CC2CCCO2)cc1OC (configuration not stated)	-1	2%	-3.9	1.3	-17%	-11%	8%	-9%
COc1ccc(N2C(=NC(C)=O)SC3CS(=O)(=O)CC32)cc1OC (configuration not stated)	-10	-10%	0.4	1.3	-1%	-10%	3%	7%
O=C1c2ccccc2C(Nc2ccc(S(=O)(=O)N3CCOCC3)cc2)N1Cc1ccco1 (configuration not stated)	0	-4%	-1.2	-2.7	-19%	-2%	-19%	?
O=[N+]([O-])c1cccc2c(Cl)ccnc12	1	-3%	-0.9	-0.6	-22%	2%	0%	17%
C=C1CC[C@@]23CC[C@]4(C)[C@@](OC2=O)([C@@H]3C1)[C@H]1O[C@H]1C1[C@@]2(C)CC[C@H](O)C(C)(C)C2CC[C@]14C (some centres not stated)	-14	-14%	-1.0	0.0	3%	-3%	-32%[inhibitor]	-14%
CC(NC(=O)c1ccco1)c1ccc2c(c1)OCO2 (configuration not stated)	0	6%	0.4	-0.8	3%	1%	5%	0%
O=c1nc(-c2ccccc2)n(-c2ccccc2)c2ncccc12	·	7%	-2.0	-2.6	-5%	-8%	5%	5%
CC(=O)NN1C(=O)/C(=C\c2ccc(Br)o2)SC1=S	-2	-9%	0.7	-1.2	?	-17%[57.1 µM]	-5%	-7%
COc1ccc(CN2CCC(C(=O)NC(C)c3cccc4ccccc34)CC2)cc1 (configuration not stated)	2	-13%	-0.2	-1.1	-15%	4%	3%	8%
C=C(C)COc1ccc(-c2[nH]ncc2-c2ccccc2)c(O)c1	20	-3%	-0.8	-0.6	1%	-11%	21%	-19%
COc1ccc(CN/C(C)=C(/C#N)C(N)=O)cc1OC	-7	-2%	-0.2	-0.4	27µM*	-2%	4%	8%
Cc1cc(SCC(=O)N(C)C2CCCCC2)nc2ccccc12	3	-6%	0.2	-1.9	-8%	-8%	13%	13%
O=C(Nc1cc(SCCO)cc([N+](=O)[O-])c1)c1ccc(Br)o1	-7	-11%	-0.4	-0.3	-23%	-5%	0%	-1%
CCc1ccc(NC(=O)CCc2nc3ccccc3[nH]2)cc1	-3	-2%	-0.5	0.5	-6%	-3%	6%	-2%
CCN(CC)c1ccc(N)cc1S(=O)(=O)Nc1ccc(OC)cc1	-2	0%	3.2	1.8	?	-8%	13%	7%
Cc1ccccc1OCCSc1nnc(C)n1-c1ccccc1	·	-10%	-2.3	-1.4	0%	-2%	-7%	-1%
CC1CCC(N(C)C(=O)CN2C(=O)NC(c3ccccc3)(c3ccccc3)C2=O)CC1 (configuration not stated)	-5	-24%	-2.2	-2.6	-17%	-5%	8%	12%
Cc1sc2nc(-c3ccccc3F)oc(=O)c2c1C	5	0%	-0.1	-0.4	-3%	0%	16%	22%
COc1cc(Cl)cc(/C=N\NC(=O)c2ccc3c(c2)OCO3)c1O	-11	?	-3.7	-0.1	-24%	11%	20%	11%
CC(/C=N/n1c(-c2cccnc2)n[nH]c1=S)=C\c1ccco1	?	-17%	2.3	2.2	?	?	-4%	15%
Cc1nc([N+](=O)[O-])c(Sc2nc3ccc([N+](=O)[O-])cc3[nH]2)n1Cc1ccccc1	-3	21%	-0.2	3.0	-22%	7%	-5%	2%
COc1ccc(-c2cn(-c3ccc(OC)cc3)c(=S)[nH]2)cc1	-2	7%	-4.6	-1.8	21µM*	-2%	14%	11%
Cc1ccc2nc(C)c(Cl)c(=O)n2c1	-4	6%	0.1	-0.4	-25%	-1%	-6%	-2%
CC1(C)CC(=Cc2cc(O)ccc2[N+](=O)[O-])C(=O)c2ccccc21	-4	-14%	-1.8	1.0	-6%	-7%	9%	7%
Cc1ccc(C)n1-c1c(C(=O)NN)cnn1-c1ccccc1	4	-13%	-2.3	2.0	-6%	-6%	3%	-2%
O=C(NCCSc1ccc(Br)cc1)c1ccc2nc[nH]c2c1	?	0%	4.8	1.0	-27%	-32%	29%	8%
Cc1cc(-n2c(C)cc(C(=O)CSc3ccc4c(c3)OCCO4)c2C)no1	5	-2%	-0.9	-1.0	?	-3%	8%	8%
COCCCn1cc(C(=O)c2ccccc2OCC(=O)Nc2cccc(F)c2)cc(C#N)c1=O	2	-12%	0.4	-3.2	-4%	0%	2%	2%
COc1ccc(NC(=O)c2cc3c(=O)n4ccccc4nc3n2C)cc1OC	0	-15%	-1.4	0.4	-14%	-8%[57.1 µM]	4%	2%
